Source: PubChem
p53ts 39C tox: kills p53ts cells at the nonpermissive temperature; H1299-p53A138V viability at 39C, ATP luminescence, 24 h; Potency, µM (doses to about 46.1 µM), for inactives: at the top dose activity change, negative = cell killing, actives largely listed as cytotoxic; 130,000 tested, 1.5% active; active means well fitted cell-killing curve with a large enough effect; inconclusive means small, poorly fitted or top-dose-only effect; inactive means no such curve, though single readings can be large or run the other way; further: nearly all actives have a fitted effect of over 55% in size
* = called active by the depositor; ? = inconclusive; [ ] = dose if it differs, or a comment. On the % scale 0 is the no-effect control and ±100 the full control effect; potency means the concentration at half of the fitted maximal effect. These rows are one share of the data; rates above refer to the full screens.

SMILES	p53ts 39C tox
O=C(CSc1nc(-c2ccccc2)cc(C(F)(F)F)n1)c1cccc([N+](=O)[O-])c1	-3.6%
CCNC(=O)CSc1nnc(-c2cc(-c3ccc(Cl)cc3)nc3ccccc23)o1	-14.8%
Cc1ccc(S(=O)(=O)Nc2ccc(Cl)cc2C(=O)c2ccc(F)cc2)cc1	33.8%[activator]
COC(=O)CC1C(=O)NCCN1C(=S)NC(=O)c1ccccc1[N+](=O)[O-] (stereo not given)	8.7%
O=C(CCc1ccccc1)NCCSCc1c(F)cccc1Cl	10.7%
Cc1c(Cl)cccc1NC(=O)CC1SC(=NCC2CCCO2)NC1=O (stereo not given)	-12.6%
Cc1cccc(CSc2nn3c(=O)c(C)nnc3s2)c1	-6.6%
COc1cc(C(=O)NCC(=O)N/N=C/c2cccs2)cc(OC)c1OC	0.3%
COc1cccc(/C=C/C(=O)OCC(=O)N2c3ccccc3NC(=O)C2(C)C)c1	-1.9%
CCOC(=O)c1cc2c(nc1NC(=S)Nc1ccccc1)CC(C)(CC)OC2 (stereo not given)	-5.2%
O=C(Nc1ncc(Cc2ccc(C(F)(F)F)cc2)s1)c1ccc(-c2cccc([N+](=O)[O-])c2)o1	11.1%
O=C(O)CCCC(=O)N1CCN(C(c2ccccc2)c2ccccc2)CC1	-19.4%
CC(=O)N1CCN(c2ccc(NC(=S)NC(=O)/C=C/c3ccccc3)cc2)CC1	16.5%
CC(=O)/C(=N\Nc1cccc(Cl)c1)Sc1nnc(-c2ccccc2)n1-c1ccccc1	-2.5%
C=C(C)CNC(=S)NNC(=O)c1ccc(Br)cc1	23.6%
Cc1ccc(CSc2ccc3nnc(-c4cccnc4)n3n2)cc1	19.1%
O=C(CSc1nc2ccccc2s1)NC1CCCc2ccccc21 (stereo not given)	-13.2%
Cc1nc(Nc2nc(CSc3ccc(Cl)cc3)cc(=O)[nH]2)nc2ccccc12	21.8%
COc1cc(/C=N/Nc2cc(C)nc(NS(=O)(=O)c3ccc(C)cc3)n2)ccc1O	2.7%
COc1ccc(OCC(=O)N/N=C/c2ccc(OC)c(OC)c2C(=O)O)cc1	-0.7%
CCc1ccc(-c2nc(NC(=O)c3ccc(OCC(=O)Nc4ccc(F)cc4)c(OC)c3)sc2C)cc1	-3.9%
CCCCCc1ccc(-c2ccc(/C=C/C(N)=O)cc2)nc1	0.6%
COc1cc(/C=C(\C#N)C(=O)NC2CCCCC2C)ccc1OS(=O)(=O)c1ccc(C)cc1 (stereo not given)	50.1%
O=C(Nc1nnc(SCc2ccccn2)s1)C1CC(=O)N(c2ccccc2)C1 (stereo not given)	7.0%
Cc1cc(/C(O)=C2\C(=O)C(=O)N(CCN(C)C)C2c2ccncc2)ccc1OCc1ccccc1 (stereo not given)	-0.8%

Look-ups from the list:
`COC(=O)CC1C(=O)NCCN1C(=S)NC(=O)c1ccccc1[N+](=O)[O-]` (stereo not given) in p53ts 39C tox has 8.7%
`CC(=O)/C(=N\Nc1cccc(Cl)c1)Sc1nnc(-c2ccccc2)n1-c1ccccc1` in p53ts 39C tox has -2.5%
`Cc1c(Cl)cccc1NC(=O)CC1SC(=NCC2CCCO2)NC1=O` (stereo not given) in p53ts 39C tox has -12.6%
`COc1cccc(/C=C/C(=O)OCC(=O)N2c3ccccc3NC(=O)C2(C)C)c1` in p53ts 39C tox has -1.9%
`O=C(CCc1ccccc1)NCCSCc1c(F)cccc1Cl` in p53ts 39C tox has 10.7%
`Cc1cccc(CSc2nn3c(=O)c(C)nnc3s2)c1` in p53ts 39C tox has -6.6%
`Cc1cc(/C(O)=C2\C(=O)C(=O)N(CCN(C)C)C2c2ccncc2)ccc1OCc1ccccc1` (stereo not given) in p53ts 39C tox has -0.8%

(further entries)
SMILES	p53ts 39C tox
CCOC(=O)c1sc(=S)n(C)c1NC(=O)c1ccccc1Cl	1.3%
CCOC(=O)C(Cc1ccccc1)C(=O)Nc1ccc(NC(=O)C(Cc2ccccc2)C(=O)OCC)cc1 (stereo not given)	6.6%
O=C(/C=N/O)NCCCN1CCOCC1	-20.2%
COc1ccccc1N=Cc1c(O)c2ccccc2oc1=O	5.2%
O=C(Nc1ccccc1Oc1ccccc1)c1cc([N+](=O)[O-])ccc1Cl	-8.4%
COc1cc(C(=O)NCC(c2ccco2)N(C)C)cc(OC)c1OC (stereo not given)	20.8%
O=C(Cc1c[nH]c2ccccc12)NNC(=O)c1ccccc1	2.9%
O=C(C1=NN(c2ccccc2)C2C(=O)N(c3ccccc3Cl)C(=O)C12)c1ccccc1 (stereo not given)	6.5%
Cc1cc(Nc2cccc(Cl)n2)n(-c2ccccc2)n1	11.3%
CC(=O)c1ccc(NC(=O)CCCN2C(=O)/C(=C/C(C)=C/c3ccccc3)SC2=S)cc1	9.5%
O=C(COC(=O)C1(c2ccc(Cl)cc2)CCCC1)Nc1ncc(C(F)(F)F)cc1Cl	-10.0%
CC1(c2ccccc2)CC(C)(C)N2C(=O)/C(=C3\SC(=S)NC3=O)c3cccc1c32 (stereo not given)	1.6%
CCn1c(=O)c(C(=O)CN2c3ccccc3CC2C)c(N)n(Cc2ccccc2)c1=O (stereo not given)	-9.4%
COc1ccc(S(=O)(=O)N2CCCCCC2)cc1N(C)S(=O)(=O)c1ccccc1	8.4%
Cc1cc(=O)oc2cc(Nc3ccccc3)ccc12	0.6%
CCCC(=O)NC(c1cccs1)c1cc([N+](=O)[O-])c2cccnc2c1O (stereo not given)	5.6%
O=C(N/N=C/c1ccc[nH]1)c1ccccc1[N+](=O)[O-]	3.7%
O=C(NC(=S)N1CCN(c2ccc(Cl)cc2[N+](=O)[O-])CC1)c1cccs1	?
COCCCN(CCCN)Cc1ccco1	-6.0%
COc1ccc(CCn2c(-c3cc([N+](=O)[O-])cc([N+](=O)[O-])c3)nc3nc4ccccc4nc32)cc1OC	20.9%
Cc1cccc(N2C(=O)CC(Sc3ccccc3C(=O)O)C2=O)c1 (stereo not given)	-16.4%
Nc1ccccc1Nc1cc(-c2cccc(Cl)c2)nn1-c1ccccc1	?
O=C(C1=C(O)C(=O)N(CCCN2CCOCC2)C1c1ccncc1)c1cc2ccccc2o1 (stereo not given)	8.8%
N#Cc1ccc(N2C(=O)[C@@H]3C(C(=O)c4ccc5ccccc5n4)=NN[C@@H]3C2=O)cc1	18.3%
Cc1ccc(/C=N/NC(=O)CNC(=O)COc2ccccc2)cc1	-5.6%

Following part.
SMILES	p53ts 39C tox
COc1cc(CNc2ccc(CNc3ncn[nH]3)cc2)cc(Cl)c1OCc1ccccc1	-16.9%
CSc1ccc(/C=N/NC(=O)c2cc(O)cc(O)c2)cc1	-25.8%
O=C(O)C1CCCCN1S(=O)(=O)c1cccc2nsnc12 (stereo not given)	1.7%
COc1ccccc1NC(=S)N(Cc1ccco1)Cc1cc2cc(C)cc(C)c2[nH]c1=O	-2.3%
O=C(COc1ccccc1)NNC(=O)c1cc2ccccc2oc1=O	13.0%
O=C(O)CCN1C(=O)c2ccc(NC(=O)CSc3ccccc3)cc2C1=O	14.9%
Cc1cc(SCC(=O)NCCN2C(=O)CSC2=O)nc2ccccc12	7.9%
CCCC1N2CC3([N+](=O)[O-])CN1CC([N+](=O)[O-])(C2)C3(C)C (stereo not given)	0.3%
O=C(/C=C/c1ccccc1[N+](=O)[O-])NCc1cccnc1	-0.6%
O=C(Cn1c(COc2ccc(Cl)cc2)nc2ccccc21)NCC(F)(F)F	-7.7%
CCN(CC(=O)Nc1ccc(NC(C)=O)cc1)C(=O)COc1ccc(C(=O)c2ccccc2)cc1	1.4%
O=C(Cc1ccccc1)Nc1ccc(NC(=O)c2cccc(Cl)c2)cc1	-10.9%
NNC(=O)c1cccc(COc2ccc(Br)cc2)c1	?
CCOC(=O)C1CCCN(c2nc3ccccc3nc2C(C#N)C(=O)OC(C)COC)C1 (stereo not given)	17.1%
CCOC(=O)c1cc(-c2ccccc2)sc1NC(=O)CCN1C(=O)c2ccccc2C1=O	12.5%
Cc1ccnc(NS(=O)(=O)c2cnc(Cl)c(Br)c2)c1	-4.9%
COC(=O)c1ccc(OC(=O)CCN2C(=O)C3CCCCC3C2=O)cc1 (stereo not given)	-3.6%
CC(C)c1ccc(S(=O)(=O)/N=C2/C=C(Sc3ncn[nH]3)C(=O)c3ccccc32)cc1	8.91µM*
O=C(NC(C(=O)c1ccccc1)N1CCCCCC1)c1ccco1 (stereo not given)	-2.5%
Cc1c(Cl)cccc1NC(=O)Nc1ccc(C(=O)N2CCCC2)cc1	4.9%
C=CCNC(=S)NNc1nc2c(c(=O)[nH]1)C1(CCCC1)Cc1ccccc1-2	12.0%
COc1ccc(-c2cc(C(=O)OCC(=O)Nc3ccc4c(c3)OCO4)c3ccccc3n2)cc1	?
O=C(Nc1ccc(S(=O)(=O)N2CCCC2)cc1)c1ccc(CN2CCc3ccccc3C2)cc1	5.5%
C/C=C/C(=O)OCC(=O)Nc1cc(-c2cc(C)c(C)cc2C)nn1-c1ccccc1	23.9%
CC(Sc1nnc(-c2ccccc2)c(-c2ccccc2)n1)C(=O)Nc1ncc(Cl)cc1Cl (stereo not given)	-2.5%

An excerpt of these results, in markdown.
| canonical_smiles | p53ts 39C tox |
| --- | --- |
| Nc1ccccc1Nc1cc(-c2cccc(Cl)c2)nn1-c1ccccc1 | ? |
| O=C(Nc1nnc(SCc2ccccn2)s1)C1CC(=O)N(c2ccccc2)C1 (stereo not given) | 7.0% |
| O=C(O)CCN1C(=O)c2ccc(NC(=O)CSc3ccccc3)cc2C1=O | 14.9% |
| O=C(Cc1ccccc1)Nc1ccc(NC(=O)c2cccc(Cl)c2)cc1 | -10.9% |

Sorted by formula weight (low to high): part of the list above
SMILES	p53ts 39C tox
O=C(Cc1ccccc1)Nc1ccc(NC(=O)c2cccc(Cl)c2)cc1	-10.9%
CC(C)c1ccc(S(=O)(=O)/N=C2/C=C(Sc3ncn[nH]3)C(=O)c3ccccc32)cc1	8.91µM*
CCN(CC(=O)Nc1ccc(NC(C)=O)cc1)C(=O)COc1ccc(C(=O)c2ccccc2)cc1	1.4%

More structures:
SMILES	p53ts 39C tox
O=[N+]([O-])c1ccc2sc(SCc3nc4ccccn4c3Br)nc2c1	3.0%
O=C(NNC(=O)c1ccco1)c1ccccc1	13.6%
CCOc1ccc(/C=N/NC(=O)C2(O)c3ccccc3-c3ccccc32)cc1	8.9%
O=C(COC(=O)c1ccc(S(=O)(=O)NCc2ccco2)cc1)c1ccccc1	12.3%
CCCCn1c(=O)[nH]c2nc3cc(N)ccc3nc2c1=O	-3.7%
C=C1C2(C(=O)Nc3ccc(SC(F)F)cc3)CCC(C2)C1(C)C (stereo not given)	4.1%
CCCC(=O)Nc1ccc(C(=O)NCCc2ccc(F)cc2)cc1	4.0%
C/C(=N\NC(=O)c1ccc(Cl)c(Cl)c1)c1ccc(Br)s1	11.3%
COC(=O)Cc1ccc(NC(=S)N2CCN(c3ccc(F)cc3)CC2)cc1	-10.2%
CCOC(=O)CSc1c(-c2ccccc2)c2cc(Cl)ccc2[nH]c1=O	5.9%
O=C(/C=C/c1cccc2ccccc12)c1ccncc1	11.5%
CSc1nsc(SCC(=O)Nc2nc3ccc(C)cc3s2)n1	11.7%
COc1ccc(NC(=O)c2cc(SC)ccc2Cl)cc1	-5.3%
COc1cc(C(=O)NNC2=CC(=O)CC(C)(C)C2)cc(OC)c1OC	0.3%
COc1ccc(-c2ncccc2OC(=O)C23CC4CC(CC(C4)C2)C3)cc1	-0.2%
Cc1cccc2nc(CSc3nc4ccc([N+](=O)[O-])cc4[nH]3)cn12	-8.8%
COC(=O)c1c(C)oc2ccc(N(C(=O)c3ccncc3)S(=O)(=O)c3ccc4ccccc4c3)cc12	-4.6%
COc1ccc(C(NC(=O)c2c(F)c(F)c(F)c(F)c2F)c2ccccc2)cc1 (stereo not given)	?
CC(C)C(=O)NC(c1cccs1)c1cc([N+](=O)[O-])c2cccnc2c1O (stereo not given)	-14.6%
CC(=O)c1cccc(NS(=O)(=O)c2ccc(N/C=C/C(=O)c3ccc(F)cc3)cc2)c1	-19.1%
COc1ccc2oc(-c3cccc(NC(=O)CSc4ccc(Cl)cc4)c3)nc2c1	-2.2%
CC1CCN(C(=O)CSc2nc3[nH]ncc3c(=O)[nH]2)CC1	-10.2%
CCOc1ccc(N2CC(C(=O)Nc3cc(C)on3)CC2=O)cc1 (stereo not given)	-6.3%
CCOC(=O)C1NN=C(C(=O)c2ccccc2)C1c1ccccc1 (stereo not given)	-6.6%
O=C(CSc1nnc(-c2ccccc2)c(-c2ccccc2)n1)Nc1ncc(Cl)cc1Cl	-17.3%

The list continues:
SMILES	p53ts 39C tox
Cc1ccc(Oc2nnc(-c3ccc(C)cc3)c3ccccc23)cc1	-16.7%
COCCn1c(-c2ccc(Cl)cc2)nc2c(c(=O)c3ccccc3n2C)c1=O	-8.1%
CCc1cc2c(=O)c(-c3ccc4c(c3)OCCO4)c(C)oc2cc1OS(C)(=O)=O	-15.3%
O=C(CSc1ccc(-c2ccco2)nn1)c1ccccc1	-4.9%
CC1CCCN(c2nc(-c3cccnc3)nc3scc(-c4ccccc4)c23)C1 (stereo not given)	16.9%
C/C(=N\NC(=O)COc1cc(C)cc(C)c1)c1ccc(N2CCOCC2)cc1	-7.8%
CCOC(=O)c1c(-c2ccc(-c3ccccc3)cc2)csc1NC(=O)c1cccc(N2C(=O)CCC2=O)c1	4.9%
Clc1ccc(-c2cn3cc(Br)ccc3n2)cc1Cl	-16.6%
CCCCC(=O)NC(=S)Nc1cccc(NC(=O)c2ccco2)c1	-0.4%

Four entries from above, with each value named.
COCCn1c(-c2ccc(Cl)cc2)nc2c(c(=O)c3ccccc3n2C)c1=O
  p53ts 39C tox: -8.1%
Cc1ccc(Oc2nnc(-c3ccc(C)cc3)c3ccccc23)cc1
  p53ts 39C tox: -16.7%
CC1CCCN(c2nc(-c3cccnc3)nc3scc(-c4ccccc4)c23)C1 (stereo not given)
  p53ts 39C tox: 16.9%
CCc1cc2c(=O)c(-c3ccc4c(c3)OCCO4)c(C)oc2cc1OS(C)(=O)=O
  p53ts 39C tox: -15.3%
